CXCR6 block: blocks human CXCR6 beta-arrestin recruitment; AID 602244; O00574; CHO-K1 PathHunter CXCR6 beta-arrestin, luminescence; hit rate 0.36% among 360,000; inhibition, % at 20 µM; in the data active = inhibition above about 34%, passing the limit was not always enough;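 also: antagonist mode with CXCL16 agonist at 10 nM final; 0% = 10 nM CXCL16 with DMSO and 100% = unstimulated wells without agonist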
Target sequence (O00574 whole entry, looked up): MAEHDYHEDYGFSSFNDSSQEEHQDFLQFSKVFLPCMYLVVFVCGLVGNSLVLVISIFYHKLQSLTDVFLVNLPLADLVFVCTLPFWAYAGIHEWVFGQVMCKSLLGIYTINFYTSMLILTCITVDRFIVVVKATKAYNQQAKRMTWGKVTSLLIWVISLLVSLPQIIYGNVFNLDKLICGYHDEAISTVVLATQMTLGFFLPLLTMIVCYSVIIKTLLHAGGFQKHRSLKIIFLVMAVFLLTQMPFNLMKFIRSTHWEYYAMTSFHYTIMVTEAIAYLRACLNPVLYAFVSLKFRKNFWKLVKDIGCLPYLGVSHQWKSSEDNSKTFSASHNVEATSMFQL
APJ ag: activates the human apelin receptor APJ. P35414. CHO-K1 APJ PathHunter beta-arrestin, luminescence; 0% DMSO wells, 100% apelin. activation, % at 20 µM. hit rate 0.11% among 330,000;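 active = activation more than six SD over the plate average, tested at 20 µM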;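 also: 0% = DMSO alone and 100% = apelin-13 at 10 nM; some results filed as inactive read as strong as hits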
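Incubation: overnight seeding, 90 min compound at 25 °C, 1 h detection; test system: PathHunter CHO-K1 APJ (AGTRL-1) beta-arrestin reporter cells; amount: 1000 cells/well; doses: one dose, 20 µM compound, 1% DMSO; measured by: beta-gal luminescence; measure: agonist-driven arrestin binding to APJ; benchmarks: negative DMSO alone, positive Apelin-13 at 10 nM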
ATG4B inhibitor: blocks human ATG4B protease cleavage of LC3 substrate | ATG4B cleavage of LC3-PLA2, NBD-HPC fluorescence, 1 h | inhibition, % at 8.33 µM | hit rate 0.51% among 340,000 | AID 504462; in the data active = inhibition above about 40%
Target sequence (Q9Y4P1 whole entry, looked up): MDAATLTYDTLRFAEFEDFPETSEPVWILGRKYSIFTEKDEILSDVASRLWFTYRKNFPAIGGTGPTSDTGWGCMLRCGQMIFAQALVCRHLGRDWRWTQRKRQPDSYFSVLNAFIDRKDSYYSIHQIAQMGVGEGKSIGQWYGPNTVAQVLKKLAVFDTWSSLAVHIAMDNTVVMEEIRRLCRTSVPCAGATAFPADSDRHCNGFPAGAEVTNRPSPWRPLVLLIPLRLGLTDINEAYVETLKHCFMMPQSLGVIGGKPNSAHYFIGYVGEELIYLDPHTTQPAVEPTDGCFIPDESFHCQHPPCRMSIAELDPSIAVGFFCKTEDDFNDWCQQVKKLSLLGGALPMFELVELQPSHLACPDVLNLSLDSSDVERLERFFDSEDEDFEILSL
EBI2 antag: EBI2 (human) antagonism | AID 651636 | inhibition, % at 5 µM | hit rate 0.81% among 360,000 | EBI2 beta-arrestin recruitment, luminescence, 7a,25-OHC stimulated | P32249; in the data active = inhibition above about 38%;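 also: enzyme fragment complementation signal reports receptor beta-arrestin coupling in cells; 0% = agonist plus DMSO wells and 100% = wells without agonist; some results beyond the cut were filed as inactive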
CCR6 antagonist: blocks CCL20-driven beta-arrestin recruitment at human CCR6; P51684; CHO-K1 CCR6 PathHunter beta-arrestin, luminescence, CCL20-stimulated; inhibition, % at 20 µM; hit rate 0.49% among 340,000; AID 493098;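 active = compounds whose inhibition of the agonist-driven luminescence signal at 20 µM reaches about 50%, limit read from the data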;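 also: cells stimulated with CCL20 at 14 nM final; plate controls were DMSO with CCL20 for no effect and DMSO without agonist for full effect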
APJ antag: antagonists of human APJ apelin receptor; P35414; CHO-K1 APJ beta-arrestin complementation, luminescence; inhibition, % at 20 µM; hit rate 0.32% among 330,000;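 active = inhibition above about 40% at 20 µM, limit read from the data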;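 also: cells challenged with 10 nM apelin-13 agonist together with compound; plate controls were apelin-13 plus DMSO wells for no effect and DMSO wells lacking apelin-13 for full effect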
Gli-Sufu block: Gli-Sufu pathway antagonism; inhibition, % at 5 µM; Sufu-KO-LIGHT fibroblasts, Gli luciferase reporter luminescence; hit rate 0.74% among 340,000;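 active = inhibition above about 55%, limit read from the data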;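 also: 0% = DMSO-treated cells and 100% = wells with medium but no cells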
UBC13 polyUb: inhibitors of human UBC13 polyubiquitin chain formation; inhibition, % at 20 µM; P61088; hit rate 0.47% among 330,000; TR-FRET; in the data active = inhibition above about 45%, passing the limit was not always enough
Target sequence (P61088 whole entry, looked up): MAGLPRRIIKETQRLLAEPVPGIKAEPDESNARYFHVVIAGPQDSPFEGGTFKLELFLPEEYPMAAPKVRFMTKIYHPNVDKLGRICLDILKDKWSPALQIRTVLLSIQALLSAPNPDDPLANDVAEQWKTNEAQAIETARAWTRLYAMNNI
* hit, by the source's call; nt = not tested or not shown. Rows were taken by chance (roughly 3% active in at least one column).

SMILES	CXCR6 block	APJ ag	ATG4B inhibitor	EBI2 antag	CCR6 antagonist	APJ antag	Gli-Sufu block	UBC13 polyUb
O=C(O)CCc1nn2cc(-c3ccccc3)nc2[nH]c1=O	-4	-2	-9	-5	17	-14	-1	5
CCOc1ccc(OCCCC(=O)NCCOc2ccccc2OC)cc1	4	7	4	6	-4	-6	-5	8
O=[N+]([O-])c1cc(C(F)(F)F)ccc1N1CCN(S(=O)(=O)c2ccc3c(c2)CCCC3)CC1	0	-4	-3	15	4	7	11	-10
Cc1cc2nc(SCCN3CCOCC3)[nH]c2cc1C	1	-2	-2	12	8	-15	-69	-7
O=C(c1cc(S(=O)(=O)N2CCOCC2)c(Cl)cc1Cl)N1CCCC1	3	9	1	-4	8	21	2	-1
COc1ccc2c(c1)CCc1c(C(=O)N3CCc4ccccc4C3)noc1-2	-11	-2	56*	-10	0	-12	2	5
CCCCNCC1CCCO1 (stereo not drawn)	-3	nt	1	-11	2	nt	10	nt
O=[N+]([O-])c1ccc(C2=Nn3cnnc3SC2)cc1	-1	5	-6	5	-8	-6	-6	-10
O=C(NNS(=O)(=O)c1ccc(Br)cc1)c1cccs1	-1	4	2	-5	-9	-42	3	-8
CCc1cc2c(=O)c(-c3ccc4c(c3)OCCO4)coc2cc1OS(C)(=O)=O	-2	0	-16	22	21	7	-83	1
CC1CCC(NC(=O)c2ccc(COc3ccccc3)o2)CC1 (stereo not drawn)	7	-7	4	1	5	2	21	1
COc1ccc(NS(=O)(=O)c2cc(NC(=O)c3cnccn3)ccc2N2CCCC2)cc1	-8	4	-5	2	10	-6	3	3
COC1C(CO)OC(n2cnc3c(=S)nc(N)[nH]c32)C1O (stereo not drawn)	4	nt	2	-3	1	nt	4	nt
CC(NC(=O)Nc1ccc(Cl)cc1)C(c1cccs1)N1CCOCC1 (stereo not drawn)	2	-3	6	1	2	9	-14	-5
NC(=O)c1ccccc1OCc1nc2ccccc2s1	-8	-1	-10	-8	3	-15	6	1
O=S(N1CCCCCC1)C12CC3CC(CC(C3)C1)C2 (stereo not drawn)	-6	-4	-3	-21	-5	-13	-1	-7
CN(CC(=O)N1CCN(c2ccccc2)CC1)C1CCCc2ccccc21 (stereo not drawn)	2	-4	-20	8	7	1	37	-5
COc1cccc(CN(C)CC(=O)NNC(=O)c2ccc(Cl)cc2)c1	6	9	8	-9	0	-4	-1	-2
COc1ccccc1S(=O)(=O)n1cc(Cc2ccccc2)c(N)n1	-2	-6	0	8	9	-2	5	-5
COC(=O)c1oc2ccc(Br)cc2c1NC(=O)c1ccccc1	1	-2	0	4	-7	1	-9	-3
CCN(c1ccccc1)S(=O)(=O)c1ccc(C(=O)NNC(=O)c2ccccc2F)cc1	-3	-1	-3	2	12	11	1	-4
Cc1ccc(NC(=O)CN(C)C(=O)CCCN2C(=O)c3ccccc3C2=O)cc1	-1	0	10	5	14	-7	-22	8
O=C(Nc1ccc(Cl)cc1)OCc1cc(-c2ccccc2Cl)on1	2	0	-9	5	9	2	-8	-3
CCOC(=O)c1sc(NC(=O)CC)nc1C	-8	-1	-1	-3	3	-3	-20	5
CN(CC1COc2ccccc2O1)C(=O)c1cccc(S(=O)(=O)N2CCCC2)c1 (stereo not drawn)	2	-5	-3	3	14	5	5	8
CN(CC(=O)NCc1cccnc1)S(=O)(=O)c1ccccc1	-7	-2	0	-4	4	-10	-8	-1
Cc1cccc(N2CCN(Cc3cc(=O)n4ccsc4n3)CC2)c1C	-13	-5	-2	1	9	5	-16	7
CCOC(=O)c1c(NC(=O)C2COc3ccccc3O2)sc(C)c1C (stereo not drawn)	2	0	8	28	13	5	6	-9
CCSc1nnc(NC(=O)c2cc(-c3ccccc3O)n[nH]2)s1	-2	-2	-6	-7	2	-1	4	-5
COc1cccc(/C=C/C(=O)OCC(=O)NCc2ccc(Cl)cc2)c1	6	0	-11	2	10	-19	-2	0
Cc1cc(=O)n(C)c(=O)n1CCCCCCN1CCCC1	2	-2	5	-24	5	-13	9	-18
CCOC(=O)c1c(-c2ccc(C)cc2)csc1/N=C/N(C)C	16	-4	-5	-5	17	5	-8	-5
Cc1cc2c(NC3CCCCC3)ncnc2s1	3	3	2	-2	4	7	-5	-1
COc1ccc(S(=O)(=O)Cc2ccc(C(=O)N3CCN(c4ccccc4F)CC3)o2)cc1	-1	-3	-7	-2	0	1	10	7
Cc1cc(NS(=O)(=O)c2ccc(NC(=O)C(C)Oc3ccc(Cl)cc3)cc2)no1 (stereo not drawn)	-3	-3	-10	-5	-5	-16	2	5
CC1CCC2(CC1)NC(=O)N(CC(=O)Nc1cc(S(=O)(=O)N3CCCC3)ccc1Cl)C2=O (stereo not drawn)	-1	1	4	4	12	4	3	10

7 compounds already listed, sorted by heavy-atom count, highest first:
SMILES	CXCR6 block	APJ ag	ATG4B inhibitor	EBI2 antag	CCR6 antagonist	APJ antag	Gli-Sufu block	UBC13 polyUb
Cc1cc(NS(=O)(=O)c2ccc(NC(=O)C(C)Oc3ccc(Cl)cc3)cc2)no1 (stereo not drawn)	-3	-3	-10	-5	-5	-16	2	5
COc1ccc2c(c1)CCc1c(C(=O)N3CCc4ccccc4C3)noc1-2	-11	-2	56*	-10	0	-12	2	5
COc1cccc(CN(C)CC(=O)NNC(=O)c2ccc(Cl)cc2)c1	6	9	8	-9	0	-4	-1	-2
O=C(c1cc(S(=O)(=O)N2CCOCC2)c(Cl)cc1Cl)N1CCCC1	3	9	1	-4	8	21	2	-1
COC(=O)c1oc2ccc(Br)cc2c1NC(=O)c1ccccc1	1	-2	0	4	-7	1	-9	-3
O=[N+]([O-])c1ccc(C2=Nn3cnnc3SC2)cc1	-1	5	-6	5	-8	-6	-6	-10
CCCCNCC1CCCO1 (stereo not drawn)	-3	nt	1	-11	2	nt	10	nt

Later entries
SMILES	CXCR6 block	APJ ag	ATG4B inhibitor	EBI2 antag	CCR6 antagonist	APJ antag	Gli-Sufu block	UBC13 polyUb
O=C(COc1ccccc1)Nc1ccc(NC(=O)c2ccco2)cc1	0	-3	2	9	13	0	-20	5
O=C(O)c1ccc(S(=O)(=O)N2CCC3(CC2)CC(=O)c2ccccc2O3)cc1	9	-2	-1	-7	11	-49	-6	-2
COc1cnn(-c2ccc(F)cc2)c(=O)c1Br	2	0	-8	-10	4	-3	-13	6
CCOc1ccc(CN2CCN(Cc3cccc4nonc34)CC2CCO)cc1 (stereo not drawn)	7	-4	-16	-2	2	11	20	4
Cc1ccccc1CNC(=O)C(=O)NCC1OCCCN1S(=O)(=O)c1ccc(F)cc1C (stereo not drawn)	-12	3	-6	1	18	-6	-2	-8
N#CC1=C(N)C(C#N)(C#N)[C@H](c2c(F)cccc2F)[C@H]2CC3(CC=C12)OCCO3	6	-5	-12	10	24	-26	31	3
COc1ccc2oc3ccc(OC)cc3c(=O)c2c1	6	8	0	5	-3	0	-85	12
COc1ccc(CNC(=O)[C@@H](C)NC(=O)[C@@H]2Cc3ccccc3CN2)cc1	6	-3	-21	-3	4	-55	-3	2
CC(C)NC(=O)c1onc(CSc2cccc(F)c2)c1C(=O)O	-8	2	-14	-2	9	19	4	-11
O=C(CSc1nc2ccccc2[nH]1)NC1CCCc2ccccc21 (stereo not drawn)	-4	0	5	2	3	-1	0	11
CCN1C(=O)[C@@H]2[C@@H](c3ccc(-c4ccc(Cl)c(Cl)c4)c(OC)c3)N3CCC[C@@]3(C(=O)OC)[C@@H]2C1=O	-6	1	-14	10	-1	-2	9	-22
CC(C)(C)n1ncc2c(=O)n(CC(=O)N3CCc4ccccc43)cnc21	-10	-1	-9	-2	-16	10	0	6
O=C(CN1CCN(S(=O)(=O)c2ccc(F)cc2)CC1)Nc1cccc(C(F)(F)F)c1	-8	1	-8	14	4	-16	20	-4
O=C(CN=C1NC(=O)C(c2ccccc2)(c2ccccc2)N1)NCc1ccc(F)cc1	0	0	3	3	-3	8	-1	0
O=C(CSc1nnnn1-c1ccccc1F)NNC(=O)c1ccco1	-11	-3	-4	-4	9	4	-4	19
Cc1ccc2c(c1)sc1nc(=O)ccn12	-7	1	3	-2	-2	2	-22	-2
Cc1cc(C(=O)NCCCC(=O)O)c(C)o1	-7	-3	0	-9	-17	9	2	3
COc1ccc(C(=O)O/N=C(\N)c2ccccn2)cc1	-26	6	10	-4	-11	-10	-25	3
O=C(CN1CCN(c2ccc(F)cc2)CC1)N1CCOCC1	-3	-2	4	7	-6	20	-7	0
CC1CCCCN1CCNC(=O)c1ccc2c(c1)N(Cc1ccccc1F)C(=O)c1ccccc1S2=O (stereo not drawn)	22	2	-1	-2	30	14	27	5
Cc1noc(C)c1CSCC(=O)Nc1cccc(C(F)(F)F)c1	-8	0	6	3	18	-8	8	2
NNC(=O)c1sc2cc(C(F)(F)F)cnc2c1-c1cccnc1	6	1	-1	-10	6	-18	-8	-18
COc1cccc(-n2c(SCC(=O)NCc3cccs3)nc3ccccc3c2=O)c1	1	-2	7	-3	3	-2	9	-4
Cc1ccc(-c2csc(=Nc3cccnc3)n2CCCn2ccnc2)cc1C	-10	-2	7	6	-4	-7	46	6
CC(=O)Nn1c(-c2ccccc2)cc2ccccc21	-6	-2	-6	5	24	6	-4	0
Cc1ccc(C(C(=O)NC2CCCC2)N2CCCCC2)cc1 (stereo not drawn)	2	-4	-4	4	4	15	6	2
CCOc1ccc(CCNC(=O)COC(=O)c2nc(Cl)ccc2Cl)cc1OCC	-2	7	-12	-1	-11	18	-10	-13
CN1C(=O)c2cccc3c(S(N)(=O)=O)ccc1c23	-6	1	1	1	-6	4	-8	0
Nc1nnn(CC(=O)N/N=C/c2ccccc2)n1	-4	-5	1	-8	-2	0	6	5
CC1CC(C)CN(c2oc(-c3ccccc3Cl)nc2C#N)C1 (stereo not drawn)	-7	2	0	-3	-13	14	10	15
CC(=O)N1c2ccccc2C(C)(c2ccccc2)CC1(C)C (stereo not drawn)	2	-3	-8	13	10	11	1	5
Nc1c(CO)nnn1-c1ccccc1	1	-3	1	-8	7	-1	6	5
CN(C(=O)c1ccc(NC(=O)Cc2cccc(NC(=O)C3CCCN(C(=O)C4CCC4)C3)c2)cc1)C1CC1 (stereo not drawn)	5	nt	-1	-10	3	nt	-4	nt
Cc1ccc(S(=O)(=O)N(C)c2ccc(OC(=O)CN3C(=O)NC4(CCCC4)C3=O)cc2)cc1C	-2	8	7	9	4	-61	-5	-1
CN1CCN(NC(=O)Nc2cccc(Cl)c2Cl)CC1	7	0	-1	-10	6	-22	-9	-2
Cc1cc(C)c(S(=O)(=O)NCc2ccc3c(c2)cc(C)n3C)c(C)c1	-3	0	-8	-5	10	6	-9	6
CC(=O)c1cccc(OCc2cc(C(=O)N(C)CCc3cnn(C)c3)no2)c1	-9	-4	-5	-8	2	4	2	8
CC(C)OCCCNC(=O)C1CCC(=O)N1C(C)C (stereo not drawn)	7	3	13	1	0	11	2	5
COC(=O)c1ccccc1NC(=S)NC(=O)c1ccc2c(c1)OCO2	1	4	8	-3	8	15	-4	15
N=C1/C(=C\c2ccc(Br)o2)C(=O)N=C2SC(CC(=O)N3CCCCC3)=NN12	-4	-1	39	-3	17	9	-1	-8
COc1cccc(CNC(=O)c2cccnc2Sc2ccc(C)cc2C)c1	13	-3	-2	6	14	-5	-10	12
COc1ccc(NC(=O)C2=C(C)NC(=O)NC2c2cccs2)c(OC)c1 (stereo not drawn)	8	-2	-1	-5	-10	-1	6	1
COc1ccc(CCNC(=O)C(=O)c2cn(CC(=O)N3CCOCC3)c3ccccc23)cc1	6	2	-5	5	-2	7	-16	0
CCOC(=O)c1cc(C(C)(C)C)oc1CN	8	-1	11	-2	3	3	0	7
CCn1c(NCc2ccc(N(C)C)cc2)nc2ccccc21	12	-3	-6	11	10	4	-5	-8
